Diaph inh CS = diaphorase inhibition or chemical oxidation counter-screen. 190,000 compounds, 0.69% hits. inhibition, % at 20 µM. diaphorase resazurin-to-resorufin fluorescence, NADH, 16 min; bacterial (C. kluyveri) enzyme, not human;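 active means primary screen inhibition at 20 µM above a set limit, cut at about 50% in these data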;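 further: plate controls were DMSO with full reaction for no effect and wells lacking NADH for full effect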
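Benchmarks: positive control wells lacking NADH, neutral wells with DMSO only. System: bacterial diaphorase enzyme (C. kluyveri). Input: 0.14 U/mL diaphorase, enzyme working solution. Detection: resorufin fluorescence, excitation 544 nm, emission 590 nm. Times: 16-min room-temperature incubation before reading.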
PMI activator = increases human mannose-6-phosphate isomerase activity; 190,000 compounds, 0.005% hits; P34949; activation factor at 20 µM; purified human PMI, coupled resazurin fluorescence, 20 min; hits give high values; 1 = vehicle control, 0 substrate-free wells; AID 1214;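 active means activation factor of 2 or more at 20 µM, relative to plate controls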
Target sequence (P34949 whole entry, looked up): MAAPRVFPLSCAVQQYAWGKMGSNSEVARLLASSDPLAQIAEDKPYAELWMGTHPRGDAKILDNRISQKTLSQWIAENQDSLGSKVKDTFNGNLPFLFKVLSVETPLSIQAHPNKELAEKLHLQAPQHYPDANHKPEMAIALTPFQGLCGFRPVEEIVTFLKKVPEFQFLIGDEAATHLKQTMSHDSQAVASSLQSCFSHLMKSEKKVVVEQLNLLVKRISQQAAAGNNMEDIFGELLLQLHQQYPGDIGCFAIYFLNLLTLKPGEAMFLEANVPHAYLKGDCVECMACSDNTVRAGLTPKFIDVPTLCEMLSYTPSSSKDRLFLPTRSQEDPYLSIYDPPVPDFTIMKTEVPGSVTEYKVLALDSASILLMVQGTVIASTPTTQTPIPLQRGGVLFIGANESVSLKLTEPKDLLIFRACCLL
TNAP inh no acc = TNAP (human) inhibition, acceptor-free conditions | P05186 | purified TNAP, CDP-star luminescence, 30 min | inhibition, % at 20 µM | 200,000 compounds, 0.26% hits | AID 1012;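 active means tissue-nonspecific alkaline phosphatase inhibition above about 50% at 20 µM in the single-dose screen, limit read from the data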;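 further: 0% = DMSO negative control and 100% = EDTA positive control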
Target sequence (P05186 whole entry, looked up): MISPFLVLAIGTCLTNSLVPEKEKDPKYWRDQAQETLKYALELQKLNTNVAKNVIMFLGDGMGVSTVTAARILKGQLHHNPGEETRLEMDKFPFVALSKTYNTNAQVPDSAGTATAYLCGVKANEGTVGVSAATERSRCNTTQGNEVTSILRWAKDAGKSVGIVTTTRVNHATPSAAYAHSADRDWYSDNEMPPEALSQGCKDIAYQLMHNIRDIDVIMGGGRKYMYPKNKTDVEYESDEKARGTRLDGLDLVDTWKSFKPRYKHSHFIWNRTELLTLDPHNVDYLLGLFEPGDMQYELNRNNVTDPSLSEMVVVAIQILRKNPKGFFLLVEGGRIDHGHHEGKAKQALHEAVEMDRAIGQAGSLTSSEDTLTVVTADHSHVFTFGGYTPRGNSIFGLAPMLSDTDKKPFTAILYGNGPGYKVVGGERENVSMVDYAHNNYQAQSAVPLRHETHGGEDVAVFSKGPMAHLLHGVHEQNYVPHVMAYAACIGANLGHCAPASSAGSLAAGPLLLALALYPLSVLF
TNAP act hiacc = TNAP (human) activation, high acceptor. purified TNAP, CDP-star luminescence, 1 M DEA, 30 min; hits give high values; 0 = EDTA background, 1 = DMSO-only activity. activation factor at 20 µM. 200,000 tested, under 10 active;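 active means activation factor at least 2 at 20 µM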
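system = human TNAP | amount = enzyme diluted 1/800 final | reagent = 100 µM CDP-star substrate | signal = luminescent substrate turnover signal | dosing = one dose, 20 µM | benchmarks = EDTA negative control, DMSO positive control | measure = activation factor | timing = 30 min reaction, room temperature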
HMGR II inh = inhibitors of class II HMG-CoA reductase from Enterococcus faecalis. purified E. faecalis HMGR, NADPH absorbance 340 nm kinetic. inhibition, % at 10 µM. 190,000 compounds, 0.41% hits;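 active means inhibition above a set limit, the median over all tested compounds plus 3 SD, cut at about 9.5% in these data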;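 further: enzyme runs in reverse so mevalonate oxidation gives rising NADPH absorbance; 0% = complete reaction with DMSO and 100% = background rate lacking mevalonate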
PMI act hi M6P = increases human PMI activity with near-saturating mannose 6-phosphate | P34949 | coupled PMI enzyme assay, resazurin fluorescence, 20 min; hits give high values; 1 = untreated enzyme, 0 = substrate-free blank | activation factor at 20 µM | 190,000 compounds, 0.34% hits | AID 1216;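 active means activation factor of 2 or more at 20 µM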
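Test system: human phosphomannose isomerase with PGI, G6PDH, diaphorase coupling enzymes; Amount: PMI at 15 ng/mL final; Reagent: Mannose-6-phosphate 1.0 mM (near-saturating) plus 0.22 mM NADP+; Timing: 20 min, room temperature; Technique: resorufin fluorescence at Ex 544/Em 590 nm; Dosing: 20 µM single dose.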
Diaphorase act = diaphorase activation or chemical reduction counter-screen; Diaphorase/resazurin coupled assay, resorufin fluorescence, 16 min; hits give high values; 1 = vehicle wells, 0 = NADH-free wells; activation factor at 20 µM; 190,000 compounds, 0.005% hits;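 active means diaphorase activity raised at least twofold by the compound at 20 µM; inactive means activation factor below 2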
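Test system: Clostridium kluyveri diaphorase, purified enzyme. Buffer or medium: 50 mM HEPES pH 7.4 buffer plus MgCl2 and Tween 20. Also added: 0.114 mM NADH and 0.1 mM resazurin, final amounts. Dosing: compound 20 µM once, DMSO 1%. Schedule: 16 min enzyme reaction, ambient temperature. Detection: fluorescence of resorufin, 544 nm excitation, 590 nm emission.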
FLuc act counter = affects firefly luciferase, flagging false hits in luciferase stimulation screens; P08659; ATPlite luciferase biochemical, luminescence, 10 min; 0 = ATP-free wells, 1 = DMSO control; activation factor at 10 µM; 200,000 tested, under 10 active;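 active means luciferase activation factor, scaled between plate controls, of at least 2 with compound at 10 µM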
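Material: luciferase plus luciferin reagent, cell-free. Medium: PBS buffer for ATP. Also added: ATP substrate, dispensed from a 10.24 µM working solution in PBS. Doses: test compounds dosed from 2 mM stocks in 100% DMSO. Incubation: 10 min post-reagent at room temperature. Technique: light output (luminescence). Read-out basis: luminescence gain marking luciferase activators.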
G6PDH counter = L. mesenteroides G6PDH inhibition counter-screen | Purified L. mesenteroides G6PDH, diaphorase/resazurin coupled fluorescence, 45 min | inhibition, % at 5 µM | 200,000 compounds, 0.12% hits | AID 1020; in the data active means inhibition above about 50%
TNAP inh hi DEA = inhibitors of human TNAP at high phosphate acceptor concentration; purified TNAP, CDP-star luminescence, 1 M DEA; inhibition, % at 20 µM; 200,000 compounds, 0.03% hits; AID 1135;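 active means over 50% inhibition of tissue-nonspecific alkaline phosphatase at 20 µM in the single-dose screen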;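 further: plate controls were DMSO wells for no effect and EDTA-quenched wells as full inhibition for full effect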
An asterisk follows results filed as active; x = not tested or not shown.

SMILES	Diaph inh CS	PMI activator	TNAP inh no acc	TNAP act hiacc	HMGR II inh	PMI act hi M6P	Diaphorase act	FLuc act counter	G6PDH counter	TNAP inh hi DEA
CC(=O)NC(CCS(C)(=O)=O)C(=O)Nc1ccc(C)c(F)c1 (stereo unspecified)	1	1.1	-9	1	-3	1.1	1	1.1	1	-2
Cc1nn(-c2ccccn2)c2c1C(=O)C(Br)CC2 (stereo unspecified)	82*	0.3	4	1	1	0.3	0.2	1.1	33	-2
O=C(NC1CCN(C(=S)NCc2ccco2)CC1)c1ccc(F)cc1	4	1.1	-11	1.1	-2	1.1	1	1	1	-5
COc1ccccc1/C=C/C=N/NC(=O)c1ccncc1	0	1.1	5	1	4	1.1	1	1	2	0
Cc1cc(NCCCN2CCOCC2)n2nc(C)c(-c3ccccc3)c2n1	9	1	-11	1.1	-6	1	0.9	1.1	0	-8
O=C(Nc1ccc(Cl)cn1)c1ccc(-c2cc(Cl)ccc2Cl)o1	1	1	-8	1	1	1	1	1.1	0	-2
NS(=O)(=O)c1ccc(NC(=O)CCC2CCCCC2)cc1	18	1	-12	1.1	-2	1	0.8	1	-5	-5
COc1cc(NC(=O)C(C)Oc2ccccc2)c(C(=O)O)cc1OC (stereo unspecified)	9	0.9	-8	1	0	0.9	0.9	1.1	-1	2
CCC(=O)c1cc(F)ccc1OCC(=O)N1CCN(c2ccc(F)cc2)CC1	4	1	-14	1	-3	0.9	1	1	8	-2
CN1CCC(=NNC(=O)C(=O)NC2CCCCC2)CC1	-4	1.1	-13	1	-1	1.1	1	1	3	-5
Cc1nc2c(C(=O)NCc3ccco3)cnn2c(C)c1Cc1ccc(F)cc1Cl	38	0.9	-7	1	-3	1	0.6	1.1	1	0
Nc1nc2n(n1)C(=O)CC(c1ccc(Cl)cc1)N2 (stereo unspecified)	11	0.9	-13	1	-1	0.9	0.9	1	4	-2
COc1cccc(/C=C2\SC(=N)N(c3ccc(F)cc3)C2=O)c1	6	1.1	-9	1	-1	1.1	0.9	1.1	3	-1
N#CC(C#N)=C1C=C2C=C(N3CCCCC3)CCC2CC1 (stereo unspecified)	45	0.7	-14	0.6	-7	0.4	0.5	1	3	40
COc1cccc(/C=N/NC(=O)c2ccc(N(C)S(=O)(=O)c3ccccc3)cc2)c1OC	22	0.9	-5	1	-6	0.9	0.8	1	5	-1
O=C(NCc1ccccn1)C(=O)NN=C1CCCCCCC1	-2	1	-54	1	2	0.9	1	1	8	1
CN(C)C(=O)C1OC(C)(C)OC1C(=O)N(C)C (stereo unspecified)	8	1	-14	1	-2	1	0.9	1	-8	-1
CC1=CC(C)(C)N(C(=O)CSc2nncn2C)c2ccccc21	0	1.1	-5	1	0	0.9	1	1.1	7	-3
Cc1ccc(N=C2CSC(=O)N2)cc1	-1	0.9	-8	1	3	0.9	1	1	10	-1
COc1ccc(-c2[nH]ncc2CN2CCSCC2)c(OC)c1	4	1	4	1.1	-11	1	1	1.1	6	-8
CCN(Cc1ccccc1)S(=O)(=O)c1ccc(S(=O)(=O)N2CCN(CCC#N)CC2)cc1	11	0.9	-4	1	2	0.9	0.9	1	-8	-2
COCCn1c(SCC(=O)Nc2ccc(Cl)cn2)nnc1-c1ccncc1	12	1	-14	1	1	1	0.9	1	13	-3
CCOCCCNC(=S)N1CCN(Cc2ccc3c(c2)OCO3)CC1	19	0.9	0	1	-3	1	0.8	1	4	3
FC(F)(F)c1cc(-c2ccccc2)nc(N2CCCCC2)n1	12	0.9	-9	1.1	-1	0.9	0.9	1.1	4	-8
Cn1nc(CC(=O)N2CCN(c3ccccc3)CC2)c2ccccc2c1=O	-1	0.9	-9	1.1	-3	1	1	1	6	-6
Cn1c(SCc2cccnc2)nc2c(c1=O)SCC2	3	1.5	-3	1	-4	1.4	1	1	3	-3
Cc1ccc(S(=O)(=O)C2(C(=O)Nc3ccc4c(c3)OCO4)CC2)cc1	15	0.8	-14	1	-4	0.8	0.8	1	-3	-1
CC(=O)Nc1ccc(NC(=O)Cn2cnc3c(nnn3Cc3ccc(F)cc3)c2=O)cc1	19	0.9	1	1	0	0.9	0.8	1	10	3
CC(=O)c1cccc(NC(=O)CC2SC(N3CCCCC3)=NC2=O)c1 (stereo unspecified)	4	1.1	5	1.1	-3	1	1	1.1	12	-6
Cc1sc2nc3ccc(N4CCCCC4)nn3c(=O)c2c1C	10	1.2	3	1	-4	1.7	0.9	0.6	9	-3
COc1ccc(C(=O)NCC(=O)OCc2ccc(Br)cc2)cc1	9	0.8	-13	1	2	0.9	0.9	1	16	0
Cc1cc(C)n2nc(SCc3nnc(-c4cccs4)o3)nc2n1	18	0.9	-2	1	-2	0.9	0.8	1	4	-2
CCN(CC)S(=O)(=O)c1ccc(OC(C)C)nc1	4	1	-7	1	-4	1	1	1	-4	3
Cc1noc(NS(=O)(=O)c2ccc(NC(=O)c3ccc(N4C(=O)c5ccccc5C4=O)cc3)cc2)c1C	9	1.1	-21	1.1	9	1	0.9	1	3	-8
Cc1ccc(S(=O)(=O)NCCCCCC(=O)Nc2cccc(C)c2)cc1	10	1	-11	1.1	0	1	0.9	1.1	-1	-5
CC(C)(C)n1nnnc1C(c1cccnc1)N1CCN(c2cccc(C(F)(F)F)c2)CC1 (stereo unspecified)	24	1.2	-10	1.1	1	1.2	0.8	1.1	0	-6
Cc1ccccc1/C(N)=N/O	0	0.9	4	0.9	0	1	1	0.9	0	7
Cc1ccccc1NC(=O)C1(NC(=O)c2cccc(N3C(=O)CSC3c3ccccc3)c2)CCCCC1 (stereo unspecified)	16	0.8	-9	1	3	0.9	0.8	1	8	0
Cc1cccc(CCN(CC(=O)NC2CCCCC2)C(=O)c2csnn2)c1	3	1	-10	1	2	1.1	1	1	-2	-2
Cc1ccccc1NC(=S)N(CCCN1CCOCC1)Cc1cccs1	0	1	-6	1	-4	1.1	1	1.1	-12	-3

Sorted by formula weight (lowest first): part of the list above.
SMILES	Diaph inh CS	PMI activator	TNAP inh no acc	TNAP act hiacc	HMGR II inh	PMI act hi M6P	Diaphorase act	FLuc act counter	G6PDH counter	TNAP inh hi DEA
CCOCCCNC(=S)N1CCN(Cc2ccc3c(c2)OCO3)CC1	19	0.9	0	1	-3	1	0.8	1	4	3
COc1ccc(C(=O)NCC(=O)OCc2ccc(Br)cc2)cc1	9	0.8	-13	1	2	0.9	0.9	1	16	0
Cc1ccccc1NC(=S)N(CCCN1CCOCC1)Cc1cccs1	0	1	-6	1	-4	1.1	1	1.1	-12	-3

3 of the entries above in order of their number in PMI activator, ascending.
structure,PMI activator,TNAP inh no acc,TNAP act hiacc,HMGR II inh,PMI act hi M6P,TNAP inh hi DEA
Cc1ccccc1NC(=O)C1(NC(=O)c2cccc(N3C(=O)CSC3c3ccccc3)c2)CCCCC1 (stereo unspecified),0.8,-9,1,3,0.9,0
FC(F)(F)c1cc(-c2ccccc2)nc(N2CCCCC2)n1,0.9,-9,1.1,-1,0.9,-8
COCCn1c(SCC(=O)Nc2ccc(Cl)cn2)nnc1-c1ccncc1,1,-14,1,1,1,-3

(next part)
SMILES	Diaph inh CS	PMI activator	TNAP inh no acc	TNAP act hiacc	HMGR II inh	PMI act hi M6P	Diaphorase act	FLuc act counter	G6PDH counter	TNAP inh hi DEA
OC(c1nnc(-c2ccccc2)o1)c1cccs1 (stereo unspecified)	8	1.1	-11	1	1	1.1	0.9	0.9	11	-5
COc1ccc2sc(N(CCN(C)C)C(=O)/C=C/c3cccs3)nc2c1	2	1.1	-1	1	-2	1	1	1	-7	1
CCC1C(=O)Nc2ccccc2N1C(=O)c1ccc(Cl)nc1 (stereo unspecified)	5	1.3	-2	1	2	1.1	0.9	1	6	0
CC1(C)CC(=O)C(Sc2nnc(-c3ccc(NS(C)(=O)=O)cc3)n2Cc2ccco2)C(=O)C1	11	1.1	-6	1	-2	1.1	0.9	1	3	0
CCOC(=O)c1c(C)noc1CP(=O)(c1ccccc1)c1ccccc1	4	0.9	-12	1	0	1	1	1	17	-5
Cc1ccc(S(=O)(=O)Nc2cc(-c3nn(C)c(=O)c4ccccc34)ccc2N2CCOCC2)cc1	39	0.7	-6	1	-5	0.8	0.6	1	3	-3
COc1ccc(S(=O)(=O)NCC2CCCN(C(=O)CC3CCCC3)C2)cc1 (stereo unspecified)	9	0.9	0	1	-9	1	0.9	1	13	-1
O=C(O)c1nn(CC(=O)N2CCCCCC2)c(=O)c2ccccc12	4	1.1	-8	1.1	-1	1	1	1	-2	-6
Cc1ccc(N2C(=O)C(CN3CCOCC3)C2c2ccccc2)cc1 (stereo unspecified)	3	1.1	-10	1	-6	1	1	1	-8	0
CC1CCN(S(=O)(=O)c2ccc(S(=O)(=O)NCC(=O)C(C)(C)C)cc2)CC1	10	0.9	-8	1	0	0.9	0.9	1	2	2
CC(C)c1ccc(Nc2nc(NCc3ccco3)nc(N3CCOCC3)n2)cc1	20	0.8	-5	1	2	0.8	0.8	1	5	-1
CC1CC(C)(C)CC2(C1)NC(=O)N(CC(=O)NCC(c1ccco1)N1CCCCC1)C2=O (stereo unspecified)	3	1	-6	1	-8	1	1	1.1	-2	-2
O=C(CSc1nnc(-c2ccncc2)n1-c1ccc(F)cc1)NNC(=O)c1cccc(O)c1	10	0.9	-12	1	-2	0.9	0.9	1	11	3
CCn1c(SCC(=O)N2CCc3ccccc32)nc2c(c1=O)SC(C)C2 (stereo unspecified)	14	0.9	-13	1	x	1	0.9	1.1	-33	-4
OC(COCC(F)(F)C(F)(F)C(F)(F)C(F)F)Cn1c2ccccc2c2ccccc21 (stereo unspecified)	0	0.9	-8	1.1	-1	1	1	1	2	-5
COc1ccc(CCNC(=O)CSc2ccc3ccccc3c2)cc1OC	22	1	4	1	-4	0.9	0.8	1	-8	1
COc1ccc(NS(=O)(=O)c2cc(NC(=O)c3ccc(F)cc3)ccc2OC)cc1	12	0.9	-10	1	0	0.9	0.9	1	20	-3
COc1ccc(CCNC(=O)c2nnn(CC(=O)Nc3cccc(F)c3)c2N)cc1OC	5	1	-14	1.1	-1	1	1	1	-3	-5
O=C(CSc1nc2ccccc2s1)N1CCN(C(=O)c2ccco2)CC1	2	1.2	-7	1	0	1.4	1	1	24	-4
